# GLP1R ag: qHTS of GLP-1 Receptor Agonists | AID 624172, 2012 | Potency, µM (titrated, usually from 45.6 µM), for the others: top-dose activation, hits mostly activators | HEK293 GLP-1R CRE-luciferase, luminescence, 4-6 h; cells express a hypersensitive GLP-1R form | 0.007% of 380,000 active; further: potency means the concentration at half of the fitted maximal effect; % of control where 0% means no effect
# IL-2 act: qHTS of IL-2 Activators; IL-2 activation reporter assay, cell-based qHTS; stimulated with anti-CD3/CD4/CD28 beads; in transgenic mouse T cells; activation, % (series mostly up to about 46 µM); 0.065% of 360,000 active; AID 652025, 2013; in the data active means activation above about 50%; inconclusive means mostly about 30% to 49%; further: 0% is about no effect
#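 First, unstimulated transgenic mouse T cells were exposed to compound for 60 min. Next, anti-CD3/anti-CD4-coated beads with anti-CD28 were added. Finally, after 18 h at 37 degrees C, EGFP and DsRed were imaged.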
# PI5P4Ka inh: qHTS for Inhibitors of phosphatidylinositol 5-phosphate 4-kinase (PI5P4K); Phosphatidylinositol 5-phosphate 4-kinase type-2 alpha (Homo sapiens), P48426; PI5P4Kalpha enzyme, ADP-Glo luminescence, 60 min; stronger effect = lower value; max response, %; 1.2% of 330,000 active; AID 652105, 2013; active means max response of -50% or lower; inconclusive means between -30% and -50%; inactive means -30% or higher; further: value at the top dose of about 77 µM; on the % scale 0 is the no-effect control and ±100 the full control effect
#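 Human PI5P4Kalpha with substrate in 0.038 M HEPES pH 7.4, 0.28 mM EGTA, 0.1% CHAPS, 5% DMSO; reaction started with 5 microM ATP (final), 60 min at room temperature. ADP formed read by ADP-Glo luminescence.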
# DRD3 agonist: qHTS of D3 Dopamine Receptor Agonist: qHTS. D(3) dopamine receptor (Homo sapiens), P35462. D3R DiscoveRx beta-arrestin cells, luminescence, 90 min. max activation, %. 0.58% of 410,000 active; in the data active means max activation above about 30%; further: 0% is about no effect; mostly tested at two doses, the higher about 12 µM
# Target sequence (P35462 whole entry, looked up): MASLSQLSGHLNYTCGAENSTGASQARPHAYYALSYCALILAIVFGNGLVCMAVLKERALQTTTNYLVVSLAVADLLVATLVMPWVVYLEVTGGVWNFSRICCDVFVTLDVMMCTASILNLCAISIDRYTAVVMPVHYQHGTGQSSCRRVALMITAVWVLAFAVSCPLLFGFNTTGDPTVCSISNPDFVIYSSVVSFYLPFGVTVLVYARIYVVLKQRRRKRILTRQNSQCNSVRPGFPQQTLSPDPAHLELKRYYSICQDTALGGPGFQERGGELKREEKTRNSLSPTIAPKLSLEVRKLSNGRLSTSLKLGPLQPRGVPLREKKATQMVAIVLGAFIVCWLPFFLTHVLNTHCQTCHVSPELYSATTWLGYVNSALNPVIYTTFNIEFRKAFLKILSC
#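 Cells at 1500/well, incubated overnight, then treated with pinned compounds (dopamine as control) for 90 min at 37 degrees C. DiscoveRx reagent added for 30 - 60 minutes at room temperature; luminescence read.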
# DRD3 antagonist: qHTS of D3 Dopamine Receptor Antagonist: qHTS; D(3) dopamine receptor (Homo sapiens), P35462; D3R cells, DiscoveRx beta-arrestin luminescence, antagonist mode; stronger effect = lower value; max response, negative = inhibition, %; 2.5% of 360,000 active; AID 652054, 2013; in the data active means max response below about -50%; inconclusive means no clear call, values can overlap the other calls; further: on the % scale 0 is the no-effect control and ±100 the full control effect; mostly tested at two doses, the higher about 12 µM
#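 Cells expressing the human receptor were seeded at 1500 cells/well, incubated overnight at 37 degrees C in 5% CO2, then exposed to library compounds with dopamine controls for 90 minutes at 37 degrees C before luminescent detection.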
# WRN inhibitor: qHTS for Inhibitors of WRN Helicase. Potency, µM (top dose mostly 114 µM), for the others: at the top dose activity change, negative = inhibition, usual class: inhibitors. 0.46% of 360,000 active. AID 651768, 2012. Bifunctional 3'-5' exonuclease/ATP-dependent helicase WRN (Homo sapiens), Q14191. WRN helicase unwinding, fluorescent forked duplex, kinetic; further: potency means the concentration at half of the fitted maximal effect; on the % scale 0 is the no-effect control and ±100 the full control effect; nearly all actives have a fitted effect of over 55% in size
#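 Screening of the MLSMR collection measured strand separation of a quenched forked DNA duplex (100 nM) by 20 nM WRN with 2 mM ATP, all final. Compounds were preincubated with enzyme 15 min at room temperature.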
# PLK1 PBD block: qHTS for Inhibitors of PLK1-PDB (polo-like kinase 1 - polo-box domain): Primary Screen; Potency, µM, inactives show max response, negative = inhibition, most hits filed as inhibitors; 2.8% of 360,000 active; Plk1 PBD binding of FITC phosphopeptide, fluorescence polarization; further: potency means the concentration at half of the fitted maximal effect; series mostly up to about 57 µM; on the % scale 0 is the no-effect control and ±100 the full control effect; nearly all actives have a fitted effect of over 65% in size
# Target sequence (P53350 whole entry, looked up, the tested form may be a part): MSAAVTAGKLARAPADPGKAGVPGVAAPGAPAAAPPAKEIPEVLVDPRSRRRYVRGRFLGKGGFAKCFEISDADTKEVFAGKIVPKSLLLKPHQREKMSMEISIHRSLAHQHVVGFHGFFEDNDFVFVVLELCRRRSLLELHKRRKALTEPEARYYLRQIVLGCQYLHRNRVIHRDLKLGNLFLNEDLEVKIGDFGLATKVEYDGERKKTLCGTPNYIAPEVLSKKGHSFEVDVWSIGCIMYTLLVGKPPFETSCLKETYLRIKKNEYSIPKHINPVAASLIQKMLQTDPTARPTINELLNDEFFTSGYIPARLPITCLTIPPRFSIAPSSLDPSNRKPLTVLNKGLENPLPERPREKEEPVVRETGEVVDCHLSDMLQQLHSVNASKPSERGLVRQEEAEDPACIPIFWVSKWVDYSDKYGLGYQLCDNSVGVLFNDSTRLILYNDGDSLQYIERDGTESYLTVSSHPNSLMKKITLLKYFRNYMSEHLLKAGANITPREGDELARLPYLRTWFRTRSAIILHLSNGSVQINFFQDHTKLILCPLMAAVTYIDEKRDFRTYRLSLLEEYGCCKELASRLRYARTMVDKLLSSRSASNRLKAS
# HEK293 tox: qHTS of GLP-1 Receptor Inverse Agonists: Cytotox Screen. 0.13% of 410,000 active. Potency, µM (top dose mostly 38.3 µM), for inactives: top-dose activity change, negative = inhibition, most hits filed as inhibitors. HEK293 cAMP-luciferase reporter cells, luminescence, 24 h;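 further: loss of luciferase light is scored as toxicity; potency means the concentration at half of the fitted maximal effect; on the % scale 0 is the no-effect control and ±100 the full control effect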
#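 MLSMR compounds, 24 hr on cells at 37 deg C/5% CO2; luminescence after luciferase reagent (12 min RT). Inhibition counted as the undesired cytotoxic outcome.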
# GLP1R inv ag: qHTS of GLP-1 Receptor Inverse Agonists (Inhibition Mode); HEK293 GLP-1R CRE-luciferase, luminescence, 24 h; GLP-1R form is constitutively active; Potency, µM (highest dose often 38.3 µM), without a hit: top-dose activity change, negative = inhibition, most hits filed as inhibitors; 1.6% of 410,000 active; AID 624417, 2012; further: potency means the concentration at half of the fitted maximal effect; on the % scale 0 is the no-effect control and ±100 the full control effect; nearly all actives have a fitted effect of over 55% in size
#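 GLP-1R inverse agonism mode: basal reporter luminescence in engineered HEK293 cells measured after one day of compound exposure at 37 deg C, with a 12 min room-temperature detection step.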
# The depositor's hits bear a star; ? = inconclusive; nt = not tested or not shown; [ ] = dose if it differs, or a comment. Unless noted, the call rests on the fitted dose curve; in most records, active means well fitted curve in the direction sought with a large enough effect; inconclusive means small, poorly fitted or top-dose-only effect, or another doubt; inactive means no such curve, though single readings can be large; an effect the other way counts as inactive or inconclusive. The order is random; any-hit rate near 7.8%.
# Sequence of screens: GLP1R ag | IL-2 act | PI5P4Ka inh | DRD3 agonist | DRD3 antagonist | WRN inhibitor | PLK1 PBD block | HEK293 tox | GLP1R inv ag
Cc1nn(CCCC(=O)O)c(C)c1[N+](=O)[O-]
  5% | -1.6 | 1 | 26 | 13 | 1% | 7% | -10% | 23%
CCOc1ccc(CC(=N)C2=C(O)CC(C)(C)CC2=O)cc1OCC
  3% | 2.1 | 1 | 2 | -7 | 4% | -1% | 3% | 31%
COCCCNC(=O)CC1C[C@H](C(=O)N2CCCCC2)[C@@]2(CCc3ccccc3)c3[nH]c4ccccc4c3CCN2C1=O (some centres undefined)
  -1% | 0.7 | -3 | -28 | -18 | -3% | -27% | 1% | 5%
Cc1ccc2c(c1)sc1nc(=O)ccn12
  5% | -0.1 | -3 | 2 | 26 | -15% | 15µM* | -4% | 32%[activator]
CCOc1cc(C=O)ccc1OCC(=O)N1CCCC1
  -2% | 2.3 | 7 | 2 | 7 | 3% | 0% | -33% | 7%
CCOc1ccccc1-n1c(SCC(=O)NC)nnc1-c1ccco1
  -3% | -1.5 | nt | -7 | 15 | 11% | -9% | 5% | 1%
CCc1noc(C)c1C(=O)N(CC(C)C)c1c(N)n(Cc2ccccc2)c(=O)[nH]c1=O
  2% | -1.7 | 1 | -3 | -3 | -4% | 2% | 6% | 27%
CCN(CC)S(=O)(=O)c1cccc(C(=O)N[C@H](C(=O)OCC(N)=O)C(C)C)c1
  -4% | -2.8 | -2 | -4 | 4 | 10% | -9% | 23% | -9%
COc1ccc(NCC(=O)N/N=C/C=C/c2ccccc2[N+](=O)[O-])cc1
  3% | -0.2 | 9 | -3 | -5 | -11% | 1% | -2%[7.66 µM] | -9%[7.66 µM]
CC(C)(C)N1C(=O)c2ccccc2NC(=O)C1C(=O)NCc1ccco1 (centres undefined)
  nt | 0.7 | -2 | 10 | 12 | -2% | 1% | -5% | 16%
CCCN(CCC)CC(C)(C)NS(=O)(=O)c1ccc(Cl)cc1
  6% | 6.7 | 4 | -26 | ? | 4% | 0% | -2% | ?
CCOC(=O)c1ccc(S(=O)(=O)NNC(=O)Cc2csc(C)n2)cc1
  -5% | 0.5 | -8 | 2 | -10 | 12% | -17% | 7% | 11%
CCOc1ccc(N/C=C/C(=O)c2cc(OC)c(OC)c(OC)c2)cc1
  0% | 0.5 | 0 | 7 | 0 | -6% | -13% | -22% | -19%
CCS(=O)(=O)N1CCC(C(=O)OCC(=O)c2ccc(Br)cc2)CC1
  -6% | -1.7 | 5 | -4 | -21 | 7% | -8% | -11% | -10%
Cc1onc(-c2ccccc2)c1C(O)c1ccc(F)cc1 (centres undefined)
  10% | -0.4 | 3 | 5 | -3 | 1% | -8% | -16% | ?
O=C(Cn1ccc2ccccc2c1=O)N1CCN(Cc2ccc3c(c2)OCO3)CC1
  1% | -1.6 | -1 | 4 | 13 | 12% | -3% | 3% | -21%
CCOc1ccccc1C(=O)Oc1c(S(=O)(=O)c2ccc(C)cc2)c(C)nn1-c1ccccc1
  -5% | nt | nt | 14 | nt | nt | nt | -3% | ?
CCOC(=O)c1c(NC(=S)Nc2cccc(C)c2)sc2c1CC(C)(C)SC2
  0% | -0.5 | -17 | -2 | -10 | -5% | ? | -3% | -29%
O=C(C1CCCO1)N1CCN(C(=S)Nc2cc(F)cc(F)c2)CC1 (centres undefined)
  -7% | -1.5 | 3 | -4 | -6 | -26% | -5% | -4% | -9%
O=C1NC(=O)c2c(Br)c(Br)c(Br)c(Br)c21
  12% | -0.8 | -5 | 5 | -11 | -5% | -3% | 15% | 15%
CCc1ccc(N(C(=O)CNC(=O)c2ccco2)C(C(=O)NC2CCCC2)c2cccnc2)cc1 (centres undefined)
  1% | -3.1 | -13 | 2 | 11 | 2% | ? | 0% | 9%
COc1ccc(C(=O)Nc2sc(C(=O)N(C)C)c(C)c2C#N)cc1[N+](=O)[O-]
  1% | -0.5 | 11 | -5 | -22 | 11% | -9% | 18% | 24%
Cn1c(=O)c2cc(NC(=O)NCCc3cccs3)ccc2n1-c1ccc(C(C)(C)C)cc1
  -7% | 0.2 | 0 | -12 | -5 | 0% | 2% | -13% | -18%
CC(C)(C)NC(=O)Cn1c(SCC(=O)NC2CCCCC2)nc2ccccc21
  1% | 1.0 | nt | 3 | -5 | 7% | -2% | -7% | 0%
CC1CCCCN1CCCNc1ccc(C(CC(N)=O)NC(=O)Cc2ccc(Cl)cc2)cc1[N+](=O)[O-] (centres undefined)
  -2% | 1.1 | -2 | -17 | 2 | 5% | 7% | 3% | -4%
O=C(Nc1ccccc1)c1nc[nH]c1C(=O)NCc1ccccc1
  7% | 0.6 | 5 | 5 | 4 | 1% | -18% | -27% | ?
CC(C)C(=O)NC(=S)Nc1ccccc1C(=O)NC1CCCCC1
  -10% | -0.6 | -2 | -3 | -17 | -15% | ? | -3% | 2%
CC(OC(=O)c1cnc(Cl)c(Cl)c1)C(=O)NCc1ccccc1 (centres undefined)
  -5% | 0.0 | 0 | 7 | -10 | 4% | 1% | -1% | 0%
O=C(CSc1cccs1)Nc1ccc(Cl)cc1
  9% | 0.8 | 2 | -3 | 11 | 3% | -2% | 0% | ?
NCCNc1ccc([N+](=O)[O-])c(Sc2nc3ccccc3[nH]2)c1
  -2% | -4.8 | 1 | -17 | -8 | -2% | -2% | 2% | -15%

# 2 records drawn at random from those above, as already listed:
# Sequence of screens: GLP1R ag | IL-2 act | PI5P4Ka inh | DRD3 agonist | DRD3 antagonist | WRN inhibitor | PLK1 PBD block | HEK293 tox | GLP1R inv ag
COc1ccc(NCC(=O)N/N=C/C=C/c2ccccc2[N+](=O)[O-])cc1
  3% | -0.2 | 9 | -3 | -5 | -11% | 1% | -2%[7.66 µM] | -9%[7.66 µM]
NCCNc1ccc([N+](=O)[O-])c(Sc2nc3ccccc3[nH]2)c1
  -2% | -4.8 | 1 | -17 | -8 | -2% | -2% | 2% | -15%

# The list continues:
structure | GLP1R ag | IL-2 act | PI5P4Ka inh | DRD3 agonist | DRD3 antagonist | WRN inhibitor | PLK1 PBD block | HEK293 tox | GLP1R inv ag
COCCNC(=S)N/N=C(\C)c1ccc(Cl)s1 | 11% | -4.5 | 10 | -11 | -6 | 1% | -3% | 2.8µM* | 2.2µM*
O=C(CN1C(=O)/C(=C/c2ccccc2)SC1=S)NNC(=O)c1ccccc1O | 0% | 3.0 | -26 | 0 | 2 | -8%[11.6 µM] | -5% | -4% | 18%
CCN(CC(=O)Nc1cc(Cl)ccc1C)C(=O)CCOc1ccccc1C | -1% | 7.5 | 2 | -9 | -7 | -3% | -24% | 15% | -8%
O=C(O)CN1C(=O)COc2cc(S(=O)(=O)N3CCCC3)ccc21 | -4% | -1.5 | 12 | 6 | 0 | 1% | -10% | -3% | 13%
CC1(C)CC(OC(=O)c2ccccc2)CC(C)(C)N1 | -2% | -1.8 | nt | -5 | -20 | -1% | -14% | -15% | 0%
Cc1cc(N2CCCC2)ccc1/C=N/n1cnnc1 | 23% | 2.6 | nt | 6 | 6 | -28% | -6% | 10% | 51%[activator]
CC(C)(C)[C@H]1C=C(C(=O)NCc2ccccc2)O[C@@H](OCc2ccc(CO)cc2)C1 | -3% | -0.5 | -11 | -23 | 0 | -5% | -8% | 3% | ?
O=C(NCCS(=O)(=O)NCc1ccccc1Cl)c1ccc2c(c1)OCO2 | 12% | -2.0 | 3 | 0 | 7 | -4% | 3% | -4% | ?
COc1ccc(NC(=O)C(C)N(c2ccc(C)cc2)S(C)(=O)=O)c(OC)c1 (centres undefined) | 0% | 0.9 | -2 | 1 | 19 | 10% | -5% | -12% | -21%
CCOC(=O)C1(C)CCCN1C(=O)c1ccc(C(F)(F)F)nc1C (centres undefined) | -1% | -0.1 | 0 | 7 | 34 | -3% | 0% | 9% | 21%
Cc1[nH]n(C2=NCCS2)c(=O)c1N=Nc1ccccc1 | 1% | 0.5 | 7 | -1 | -17 | -19%[57.1 µM] | -10% | 5% | 26%
CCc1ccc(NC(=O)C2CCN(c3c(N4CCCC4)c(=O)c3=O)CC2)cc1 | -4% | 0.2 | 7 | 2 | -12 | -7% | -2% | -4% | 1%
COc1ccc(C)cc1NC(=O)N1CCN(c2cc(-c3noc(C)n3)ccc2C)CC1 | -6% | nt | nt | -5 | nt | nt | nt | 2% | ?
COc1ccc(N2CCN(C(=O)Cn3nnc(-c4cccs4)n3)CC2)cc1 | -5% | -2.1 | nt | 14 | -103* | -1% | -1% | -12% | -7%
Cc1cc(NN)nc(NS(=O)(=O)c2ccc(Cl)cc2)n1 | -1% | 0.5 | 3 | 1 | 11 | -1% | 2% | 1% | -6%
Cc1ccc(S(=O)(=O)NCCN2CCOCC2)cc1C | -6% | -2.1 | nt | -5 | 19 | 3% | 0% | -3% | 0%
N=c1c(C(=O)NCc2ccco2)cc2c(=O)n3ccccc3nc2n1Cc1ccccc1 | 3% | 0.1 | -2 | -10 | -51* | -22% | -9% | 76%[activator] | 49%[activator]
COc1ccc(C(=O)Nc2ccc3ccccc3n2)c(OC)c1OC | -3% | -0.6 | 5 | 1 | 11 | 6% | 4% | -1% | ?

# Only GLP1R inv ag (five entries from above):
molecule | GLP1R inv ag
COc1ccc(NC(=O)C(C)N(c2ccc(C)cc2)S(C)(=O)=O)c(OC)c1 (centres undefined) | -21%
CCOC(=O)C1(C)CCCN1C(=O)c1ccc(C(F)(F)F)nc1C (centres undefined) | 21%
Cc1[nH]n(C2=NCCS2)c(=O)c1N=Nc1ccccc1 | 26%
CCc1ccc(NC(=O)C2CCN(c3c(N4CCCC4)c(=O)c3=O)CC2)cc1 | 1%
COc1ccc(C)cc1NC(=O)N1CCN(c2cc(-c3noc(C)n3)ccc2C)CC1 | ?

# Source: PubChem (National Center for Advancing Translational Sciences (NCATS))
